FBPA coupling cs: inhibits coupling enzyme system, counter-screen for aldolase hits; coupling enzyme system counterscreen, AmpLite Red fluorescence; activity change, negative = inhibition, % at 58.2 µM, hits read low; 290,000 compounds, 0.67% hits; AID 2472; in the data active means activity change below about -30%; further: on the % scale 0 is the no-effect control and ±100 the full control effect
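Counterscreen lacking aldolase: glyceraldehyde-3-phosphate coupling-enzyme reagent preincubated 10 min at RT with compound (at 57.5 uM final), then substrate/coupling system with AmpLite Red added; fluorescence read at 525/598 nm after 20 min RT.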
a7 integrin act: activates integrin-mediated alleviation for muscular dystrophy; AID 624291; Potency, µM (top dose mostly 38.3 µM), for the others: at the top dose activation, actives largely listed as activators; alpha7betagal myoblasts, beta-gal FDG fluorescence, 48 h; 350,000 compounds, 0.064% hits;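 further: potency means the concentration at half of the fitted maximal effect; 100% = response of the positive control SU9516; nearly all actives have a fitted effect of over 60% in size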
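Alpha7betagal+/- myoblasts (passage 13) were plated 16-24 hr, then exposed to compounds (1:260 dilution of DMSO stock) for 48 hours at 37C. After MPER lysis, β-galactosidase reporter activity was read as FDG fluorescence (ex 480/em 540) after 30 minutes.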
PKM2 activator: increases activity of human pyruvate kinase M2. P14618. 260,000 compounds, 0.34% hits. Potency, µM (series often up to 57.5 µM), for the others: top-dose activation, hits mostly activators. purified PKM2, Kinase-Glo ATP luminescence, activation; response scale: 0% is enzyme alone, no compound; further: potency means the concentration at half of the fitted maximal effect; on the % scale 0 is the no-effect control and ±100 the full control effect; nearly all actives have a fitted effect of over 55% in size
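hPK-M2, >95% pure; 0.1 mM ADP / 0.5 mM PEP final; imidazole pH7.2 buffer w/ 7 mM MgCl2, 50 mM KCl; 1 h RT; Kinase-Glo lum. Intermediate enzyme activity for dual inhibitor/activator qHTS.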
B2AR arrestin: recruits beta-arrestin to the human beta2-adrenergic receptor; P07550; beta-arrestin recruitment to beta2AR, cell-based reporter; Potency, µM (highest dose often 46.1 µM), for inactives: at the highest dose activation, hits mostly activators; 330,000 compounds, 0.02% hits; AID 492947;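 further: potency means the concentration at half of the fitted maximal effect; 0% = DMSO controls and full agonism = EC100 isoproterenol or metaproterenol; nearly all actives have a fitted effect of over 65% in size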
Target sequence (P07550 whole entry, looked up): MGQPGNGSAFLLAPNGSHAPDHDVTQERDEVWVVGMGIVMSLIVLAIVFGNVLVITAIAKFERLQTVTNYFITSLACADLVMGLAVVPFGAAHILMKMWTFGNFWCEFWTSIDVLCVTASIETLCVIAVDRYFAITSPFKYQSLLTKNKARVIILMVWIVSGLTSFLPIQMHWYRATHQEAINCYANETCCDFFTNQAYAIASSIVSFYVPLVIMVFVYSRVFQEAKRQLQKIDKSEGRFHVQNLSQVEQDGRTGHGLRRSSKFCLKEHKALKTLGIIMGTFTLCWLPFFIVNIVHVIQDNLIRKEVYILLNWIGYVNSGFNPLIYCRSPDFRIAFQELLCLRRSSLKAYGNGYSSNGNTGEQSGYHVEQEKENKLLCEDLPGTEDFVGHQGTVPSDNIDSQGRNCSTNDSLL
Giardia kill: kills Giardia lamblia; Giardia lamblia trophozoite viability; activity change, % at 7.66 µM, hits read low; 340,000 compounds, 0.15% hits; AID 540267; in the data active means activity change below about -80%; inconclusive means between about -30% and that limit;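 further: parasites exposed to compound for two days anaerobically before the ATP read; on the % scale 0 is the no-effect control and ±100 the full control effect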
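Giardia lamblia trophozoites (100 cells/well) were incubated with compounds for 48 h at 37 deg C under anaerobic conditions. Viability was read as ATP content by one-step luminescence after 15-30 min at room temperature.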
ASM inhibitor: inhibitors of human secretory acid sphingomyelinase. P17405. placental ASM, HMU-PC fluorogenic substrate, 60 min. Potency, µM (doses to about 57.5 µM), inactives show at the highest dose activity change, negative = inhibition, usual class: inhibitors. 340,000 compounds, 0.006% hits. AID 504937; further: potency means the concentration at half of the fitted maximal effect
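Human placenta-derived ASM enzyme was preincubated with compound for 10 minutes at room temperature, then given fluorogenic substrate HMU-PC0 (9 uM final) for 60 minutes at 37 °C; a pH 10 stop preceded fluorescence reading at Ex 386/Em 447 nm.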
Tb PFK inh: T. brucei PFK enzyme inhibition; O15648; T. brucei PFK, ADP-Glo luminescence; Potency, µM (titrated, usually from 57.5 µM), inactives show at the top dose activity, negative = inhibition, hits mostly inhibitors; 330,000 compounds, 0.17% hits;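 further: potency means the concentration at half of the fitted maximal effect; 0% = uninhibited 1x PFK enzyme wells and -100% = no-enzyme wells; nearly all actives have a fitted effect of over 60% in size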
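Activity is normalized to no-enzyme wells (full inhibition) and 1.25 nM enzyme wells (no inhibition). Reaction: 0.5 mM F6P, 0.1 mM ATP, 45 min RT, ADP-Glo luminescence; concentration-response curves fitted and classed by quality.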
Menin-MLL TR inh: menin-MLL binding inhibition, Texas Red mutant peptide | 270,000 compounds, 0.23% hits | Menin + Texas Red MLL mutant peptide, fluorescence polarization | Potency, µM (top dose mostly 61.6 µM), for inactives: top-dose FP activity change, negative = inhibition, most hits filed as inhibitors; active means well fitted inhibition curve with a large enough effect in the polarisation, with a control signal flat, not every such curve was filed as active; inconclusive means small, poorly fitted or top-dose-only effect, or effect the other way, or a change in a side signal; inactive means no such curve, though single readings can be large or run the other way; the % refers to the polarisation; further: potency means the concentration at half of the fitted maximal effect; % of control where 0% means no effect; many of its hits are not listed in these tables
Target sequence (O00255 whole entry, looked up): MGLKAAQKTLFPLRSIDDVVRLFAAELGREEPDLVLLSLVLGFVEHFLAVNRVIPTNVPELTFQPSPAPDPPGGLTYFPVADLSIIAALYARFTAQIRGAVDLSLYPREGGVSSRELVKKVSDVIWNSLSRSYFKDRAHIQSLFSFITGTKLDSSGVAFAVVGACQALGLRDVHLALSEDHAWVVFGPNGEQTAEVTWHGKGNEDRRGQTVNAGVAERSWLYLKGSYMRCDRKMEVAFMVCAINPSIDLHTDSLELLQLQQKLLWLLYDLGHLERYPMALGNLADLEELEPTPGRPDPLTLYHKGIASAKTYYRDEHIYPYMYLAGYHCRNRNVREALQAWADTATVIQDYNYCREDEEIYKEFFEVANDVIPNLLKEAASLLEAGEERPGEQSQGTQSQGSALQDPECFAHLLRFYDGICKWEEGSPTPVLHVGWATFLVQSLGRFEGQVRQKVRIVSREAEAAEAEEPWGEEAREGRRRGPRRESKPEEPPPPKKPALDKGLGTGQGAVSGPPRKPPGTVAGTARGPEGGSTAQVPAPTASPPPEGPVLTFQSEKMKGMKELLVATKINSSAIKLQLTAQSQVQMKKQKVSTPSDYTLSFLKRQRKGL
Chronic BCR inh: chronic active BCR signaling inhibition; Potency, µM (series often up to 46.1 µM), for the others: at the highest dose ratio change, negative = lower green/red ratio, actives largely listed as inhibitors; ABC-DLBCL IkBa-CBG/CBR reporter, luminescence ratio, 4 h; AID 493014; 340,000 compounds, 0.05% hits; active means well fitted inhibition curve with a large enough effect in the signal ratio, with a control signal flat, not every such curve was filed as active; inconclusive means small, poorly fitted or top-dose-only effect, or effect the other way, or a change in a side signal; the % refers to the signal ratio;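 further: potency means the concentration at half of the fitted maximal effect; plate controls were basal doxycycline-induced cells for no effect and cells given 10 µM MG132 for full effect; MG132 reads +100%, hits lower the ratio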
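Cell line TMD8 (human ABC DLBCL), stably expressing tet-inducible CBG68-IkBa fusion and CBR; IMDM/0.5% FBS; cpd up to 46 uM; dox induction, 4 h, 37C/5% CO2; dual luminescence; green/red ratio; MG132 control.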
GALK inhibitor: blocks human galactokinase activity. Potency, µM (titrated, usually from 57.5 µM), inactives show at the top dose activity change, negative = inhibition, hits mostly inhibitors. Purified GALK, Kinase-Glo residual ATP luminescence. 270,000 compounds, 0.007% hits. AID 1868. P51570; further: potency means the concentration at half of the fitted maximal effect; on the % scale 0 is the no-effect control and ±100 the full control effect
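Quantitative HTS: GALK 5 nM, ATP 35 uM, galactose 100 uM, 1 h room temperature, then luciferase-based ATP detection.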
TSG101-PTAP inh: blocks PTAP/TSG101 interaction to inhibit HIV-1 budding; Q99816; Fluorescence polarization, FITC-PTAP peptide / Tsg101 binding; Potency, µM (highest dose often 115 µM), inactives show at the highest dose activity change, negative = inhibition, actives largely listed as inhibitors; 340,000 tested, under 10 active; AID 493005; active means well fitted inhibition curve with a large enough effect in the main read-out, with a control signal flat, not every such curve was filed as active; inconclusive means small, poorly fitted or top-dose-only effect, or effect the other way, or a change in a side signal; inactive means no such curve, though single readings can be large or run the other way; further: potency means the concentration at half of the fitted maximal effect; % of control where 0% means no effect
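FP read-out: FITC-PTAP peptide, 50 nM final, binding Tsg101 binding domain, 10 uM final; 20 min, r.t.; 10 mM HEPES pH 7.5, 0.15 M NaCl, 0.01% Tween 20, 3 mM EDTA, 0.1 mM TCEP.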
* = called active by the depositor; ? = inconclusive; . = not tested or not shown; [ ] = dose if it differs, or a comment. Unless noted, the call rests on the fitted dose curve; in most records, active means well fitted curve in the direction sought with a large enough effect; inconclusive means small, poorly fitted or top-dose-only effect, or another doubt; inactive means no such curve, though single readings can be large; an effect the other way counts as inactive or inconclusive. Only part of the results is shown; count on the stated rates, not on these rows.

SMILES | FBPA coupling cs | a7 integrin act | PKM2 activator | B2AR arrestin | Giardia kill | ASM inhibitor | Tb PFK inh | Menin-MLL TR inh | Chronic BCR inh | GALK inhibitor | TSG101-PTAP inh
COc1ccc(NC(=O)CC2SC(N3CCCC3)=NC2=O)cc1Cl (stereo not given) | . | 0% | . | 0.1% | 3 | 0% | 0% | . | 0% | . | -4%
CCOc1ccc(NC(=O)CSc2nc3ccccc3c(=O)n2CCNC(C)=O)cc1 | 1 | 2% | -3% | 0.3% | -10 | 0% | -4% | 8% | -3% | -1% | -6%
O=C(CSc1nnc(-c2ccncc2)n1-c1ccccc1)N1CCN(c2ccc(Cl)cc2)CC1 | 2 | 12% | 6% | 0.1% | -20 | 7% | 3% | -9% | ? | 2% | -4%
CCOc1ccc(C(=O)Oc2ccc(NC(C)=O)cc2)cc1 | 4 | . | -1% | -0.7% | . | . | -2% | 2% | 0% | 11% | .
COc1ccc2nc(N3C(=O)CC(Cc4ccc(C)cc4)C3=O)sc2c1 (stereo not given) | -1 | -13% | -1% | 0.1% | -4 | -10% | 3% | 7% | ? | -1% | 3%
COc1ccc(NC(=O)C2CCN(S(C)(=O)=O)CC2)cc1Cl | 4 | -6% | -3% | 2.7% | -3 | 0% | -1% | . | -18% | -3% | -5%
O=C(CN(C(=O)c1csnn1)c1cccc(Cl)c1)NC1CCCC1 | 2 | ? | . | 5.5% | -9 | -1% | 1% | . | 2% | 1% | 2%
CCOC(=O)c1c(NC(=O)Nc2ccc(C)cc2)sc2c1CCN(C)C2 | 1 | 3% | -3% | -0.9% | 15 | 37% | 4% | . | 6% | 0% | 5%
Cc1cc2cc(CNS(=O)(=O)N(C)C)ccc2[nH]1 | -36* | -8% | -2% | -0.4% | -4 | -1% | 20% | -16% | ? | 0% | -2%
Cc1ccc(C(=O)Nc2ccc([N+](=O)[O-])cn2)o1 | 8 | 6% | 4% | 0.0% | 4 | -1% | -12% | 1% | -4% | 1% | 2%

Arranged by SMILES length (descending): some entries from above
SMILES | FBPA coupling cs | a7 integrin act | PKM2 activator | B2AR arrestin | Giardia kill | ASM inhibitor | Tb PFK inh | Menin-MLL TR inh | Chronic BCR inh | GALK inhibitor | TSG101-PTAP inh
CCOc1ccc(NC(=O)CSc2nc3ccccc3c(=O)n2CCNC(C)=O)cc1 | 1 | 2% | -3% | 0.3% | -10 | 0% | -4% | 8% | -3% | -1% | -6%
O=C(CN(C(=O)c1csnn1)c1cccc(Cl)c1)NC1CCCC1 | 2 | ? | . | 5.5% | -9 | -1% | 1% | . | 2% | 1% | 2%
COc1ccc(NC(=O)C2CCN(S(C)(=O)=O)CC2)cc1Cl | 4 | -6% | -3% | 2.7% | -3 | 0% | -1% | . | -18% | -3% | -5%
CCOc1ccc(C(=O)Oc2ccc(NC(C)=O)cc2)cc1 | 4 | . | -1% | -0.7% | . | . | -2% | 2% | 0% | 11% | .

(list continues)
SMILES | FBPA coupling cs | a7 integrin act | PKM2 activator | B2AR arrestin | Giardia kill | ASM inhibitor | Tb PFK inh | Menin-MLL TR inh | Chronic BCR inh | GALK inhibitor | TSG101-PTAP inh
Cc1ccccc1NC1=NCC(c2ccc([N+](=O)[O-])cc2)S1 (stereo not given) | 1 | -45%[inhibitor] | 2% | -0.1% | 3 | -1% | 13% | 11% | ? | 9% | 0%
CC(C)c1ccc(NC(=O)Cn2c(=O)oc3ccccc32)cc1 | -3 | ? | . | -0.4% | 35[activator] | -3% | 2% | 1% | -8% | . | 0%
CSc1ccccc1C(=O)NCc1ccc(S(N)(=O)=O)cc1 | 2 | 10% | -1% | -2.0% | 11 | 4% | -3% | 4% | 9% | 0% | -11%
Cc1ccc(N2CCN(S(=O)(=O)N3CCCCC3)CC2)c(C)c1 | 4 | ? | 1% | 0.1% | 44[activator] | 4% | -1% | -15% | 7% | 0% | -2%
Cn1c(=O)[nH]c(=O)c2c1nc(N1CCCCC1)n2CCOc1ccccc1 | 2 | 22% | 9% | -0.5% | -1 | -3% | -4% | -10% | ? | 9% | 1%
COc1cc(N2C(=O)c3ccccc3C2=O)c(Cl)cc1C(=O)OCC(=O)N1CCOCC1 | 0 | -29% | -2% | -0.2% | -15 | 0% | -3% | 5% | -1% | 0% | -12%
CCCc1cc(C(=O)N2CCN(S(=O)(=O)c3ccc(OC)c(OC)c3)CC2)cs1 | -1 | 15% | 4% | -1.0% | 5 | -1% | -1% | -24% | 8% | 0% | .
COc1ccc(CC(=O)N2CCN=C2SCc2ccc([N+](=O)[O-])cc2)cc1 | 1 | -1% | 6% | 0.0% | 11 | -4% | -6% | 6% | 5% | -3% | 1%
COc1ccc(C2=NOC(C(=O)NCc3ccccn3)C2)cc1OC (stereo not given) | 0 | -25% | 2% | 0.0% | 1 | -2% | -1% | . | 0% | 1% | -9%
CCOC(=O)c1c(NC(=O)COc2ccccc2C#N)sc2c1CC(C)(C)NC2(C)C | . | -60%[inhibitor] | -13% | 12% | 17 | 19% | -3% | . | ? | -4% | .
CCCCN(C(=O)CSc1nc2ccccc2n1CC)C1CCS(=O)(=O)C1 (stereo not given) | . | -12% | . | 0.2% | -5 | 2% | -2% | . | ? | . | -8%
CCN(CC(=O)Nc1ccc([N+](=O)[O-])cc1OC)CC(=O)NC(C)(C)C | -6 | 17% | 13% | 0.2% | 10 | -5% | -6% | 1% | -2% | 2% | 1%
COC(=O)c1ccc(CNC(=O)COC(=O)c2ccccc2-c2ccccc2)cc1 | . | 14% | . | 11% | 8 | -5% | 8% | . | -11% | . | -7%
O=C1CN(c2cc(Cl)cc(Cl)c2)C(=O)CN1/N=C/c1cccnc1 | 4 | 2% | -38% | -1.0% | -5 | 1% | 2% | . | -1% | . | -1%
CCOC(=O)c1c(NC(=O)C2=C(C)NC(=S)NC2c2ccc(F)cc2)sc(C)c1C (stereo not given) | 3 | 1% | 2% | 0.1% | -1 | 22% | 2% | 4% | ? | 0% | -11%
CCOC(=O)c1ccc(OCc2nc(-c3cccs3)no2)cc1 | -1 | -26% | 11% | 0.1% | 5 | -1% | 18% | 5% | -12% | 1% | -2%
COc1ccc(CCNC(=O)COC(=O)CNS(=O)(=O)c2ccc(SC)c([N+](=O)[O-])c2)cc1 | . | ? | . | -0.5% | 10 | -3% | ? | . | ? | . | -2%
CN(C)CCOC(=O)/C(=C/c1cn(C)c2ccccc12)NC(=O)c1ccccc1 | 1 | -12% | -1% | 3.2% | 3 | 4% | -3% | . | -2% | 1% | -2%
NS(=O)(=O)c1ccc(CCNC(=O)c2cc(-c3ccc(Br)cc3)nc3ccccc23)cc1 | 1 | -27% | 4% | -0.1% | -4 | -2% | 15% | 12% | ? | -4% | -2%
COc1ccc(N2CCN(C(=O)COC(=O)CSc3ccccc3)CC2)cc1 | . | 28% | . | -0.4% | -3 | -1% | -8% | . | 8% | . | -5%
COc1cc([N+](=O)[O-])ccc1NC(=O)Cc1ccccc1 | 1 | 5% | 21% | -0.4% | 22 | 2% | 1% | 13% | 2% | 0% | -2%
COc1ccc(-c2nn(CC(=O)N(C)C)c(=O)c3ccccc23)cc1 | 5 | -20% | -4% | -0.1% | 21 | -1% | 3% | -21% | ? | -3% | -10%
CSc1n[nH]c(=O)n1-c1ccc(Cl)cc1 | 4 | -24% | 1% | -1.0% | 10 | 5% | 5% | . | -4% | 1% | 0%
O=C(Nc1ccccc1C(=O)N1CCOCC1)C1CCCO1 (stereo not given) | 0 | 7% | 1% | -0.3% | -10 | 0% | 0% | 9% | 2% | -1% | -4%
O=C(NNc1ccccc1)C(=O)N1CCCCC1 | 2 | 14% | -13% | -1.3% | 3 | 4% | 7% | 10% | -2% | 0% | 0%
COc1cc(-c2n[nH]c(=S)n2-c2ccc(Br)cc2)cc(OC)c1OC | 5 | -21% | 12% | 1.1% | 15 | -5% | -2% | 16% | ? | 2% | -2%
CCOC(=O)c1ccc(Oc2nc(NC)nc(Nc3ccccc3)n2)cc1 | 2 | -29% | -1% | . | -11 | -6% | . | 7% | . | 0% | -2%
CCOC(=O)N1CCN(CC(O)c2ccccc2)CC1 (stereo not given) | 4 | 11% | -4% | 0.3% | -4 | 0% | -5% | 1% | -8% | 9% | -5%
